High-throughput results from PubChem.
CatB block: human cathepsin B inhibition; purified cathepsin B, fluorogenic substrate, fluorescence; inhibition, %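 (tested at 10 µM)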; 63,000 compounds, 0.1% hits; AID 453; in the data active = inhibition above about 21%;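 also: 0% = enzyme with no compound and 100% = no enzyme blank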
Her2 expr inh: Her2 kinase expression inhibition; P04626; SKBR-3 HER2 protein level, AlphaScreen, 18-24 h; hits give low values; HER2 level % of control, % at 10 µM; 65,000 compounds, 0.69% hits; AID 645;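 active = HER2 level under 5% of the carrier-only control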;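 also: 100% = DMSO carrier and 0% = 500 nM PU-H71 HSP90 inhibitor; lower value means stronger loss of Her2 protein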
PKA kinase inh: PKA (human) kinase inhibition. inhibition, % at 6 µM. 65,000 compounds, 0.1% hits. P17612. PKA Kemptide phosphorylation, Kinase-Glo ATP luminescence;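 active = inhibition above the screen-wide mean inhibition plus 3 SD, cut at about 21% in these data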; also: many of its hits are not listed in these tables
C1s block: human complement C1s inhibition | purified C1s, fluorogenic AMC substrate, pooled mixtures | mean inhibition % of two 10-compound mixtures (hits give high values), % at 5 µM (by protocol) | 62,000 compounds, 0.16% hits;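 active = inhibition above 20% in each of the two 10-compound mixture wells holding the compound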;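 also: 0% = enzyme wells lacking compound mixture and 100% = no-enzyme blank wells; some compounds called inactive have numbers as strong as hits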
Target sequence (P09871 16-437 limits assumed): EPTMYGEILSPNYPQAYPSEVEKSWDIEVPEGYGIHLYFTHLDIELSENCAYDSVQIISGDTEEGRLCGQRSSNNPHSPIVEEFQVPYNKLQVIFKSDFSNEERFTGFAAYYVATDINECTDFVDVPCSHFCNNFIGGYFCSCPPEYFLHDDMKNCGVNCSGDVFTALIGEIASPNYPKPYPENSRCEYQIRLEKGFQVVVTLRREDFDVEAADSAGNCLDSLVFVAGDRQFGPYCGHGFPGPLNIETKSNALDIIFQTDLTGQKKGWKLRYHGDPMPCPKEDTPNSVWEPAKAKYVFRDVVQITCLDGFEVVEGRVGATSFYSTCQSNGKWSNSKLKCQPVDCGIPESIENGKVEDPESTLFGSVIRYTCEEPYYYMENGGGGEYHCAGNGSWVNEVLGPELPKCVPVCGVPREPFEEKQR
Target sequence (P09871 438-688 limits assumed): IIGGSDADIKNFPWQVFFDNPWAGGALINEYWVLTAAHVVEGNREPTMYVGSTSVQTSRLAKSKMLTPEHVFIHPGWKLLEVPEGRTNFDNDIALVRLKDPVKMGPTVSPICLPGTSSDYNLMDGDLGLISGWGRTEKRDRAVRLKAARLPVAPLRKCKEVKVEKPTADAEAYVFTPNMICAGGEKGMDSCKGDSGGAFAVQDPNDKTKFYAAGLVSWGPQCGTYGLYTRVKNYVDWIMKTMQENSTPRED
Cathepsin G inh: cathepsin G (human) inhibition; P08311; purified enzyme, AMC-tetrapeptide fluorescence, pooled mixtures; inhibition, % at 5 µM (by protocol); 62,000 compounds, 0.2% hits;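 active = inhibition above 20% in each of the two mixture wells holding the compound; inactive = inhibition of 20% or less in either well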;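 also: 0% = enzyme control without mixture and 100% = blank lacking enzyme; strong numbers were not always called active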
CatB mix inh: human cathepsin B inhibition by mixtures. P07858. Purified cathepsin B, AMC dipeptide fluorescence, compound mixtures. inhibition, %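 (ten-compound pools at 5 µM per compound and 50 µM total)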. 62,000 compounds, 0.06% hits. AID 488; in the data active = inhibition above about 22%, passing the limit was not always enough;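 also: 0% = enzyme without compound and 100% = no enzyme blank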
ROCK2 blocker: inhibitors of human Rho kinase 2. purified ROCK2, Kinase-Glo ATP depletion luminescence. 60,000 compounds, 0.35% hits. inhibition, % at 6 µM. O75116. AID 604;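 active = inhibition above the screen-wide mean inhibition plus 3 SD, cut at about 18% in these data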;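 also: plate controls were DMSO wells for no effect and Y-27632 control wells after no-enzyme background subtraction for full effect; many of its hits are not listed in these tables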
CatS block: blocks human cathepsin S protease activity; recombinant cathepsin S, AMC dipeptide fluorescence, pooled mixtures; inhibition, %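 (tested at 5 µM per compound within 10-compound mixtures)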; 62,000 compounds, 0.06% hits; P25774; AID 501; in the data active = inhibition above about 32%, passing the limit was not always enough;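 also: 0% = enzyme without compound and 100% = blank without enzyme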
Target sequence (P25774 115-331 limits assumed): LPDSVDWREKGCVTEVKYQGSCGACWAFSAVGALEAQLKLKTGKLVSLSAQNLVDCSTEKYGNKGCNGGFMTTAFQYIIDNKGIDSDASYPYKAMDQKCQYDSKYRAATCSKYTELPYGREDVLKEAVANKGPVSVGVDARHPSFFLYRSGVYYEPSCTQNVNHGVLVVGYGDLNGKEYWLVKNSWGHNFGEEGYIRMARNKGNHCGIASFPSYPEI
CatL block: inhibitors of human cathepsin L. P07711. purified cathepsin L, fluorogenic substrate, fluorescence. inhibition, %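 (tested at 10 µM)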. 58,000 compounds, 0.17% hits; in the data active = inhibition above about 45%;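 also: 0% = enzyme with no compound and 100% = no enzyme blank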
Active calls of the source: *; . = not tested or not shown. Some of the compounds tested. The share of hits here may be higher or lower than overall.

smiles	CatB block	Her2 expr inh	PKA kinase inh	C1s block	Cathepsin G inh	CatB mix inh	ROCK2 blocker	CatS block	CatL block
COC(=O)c1ccc(CC(=O)c2c(C)cc(O)cc2O)o1	-1	106	1	4	11	1	7	7	10
COc1cc(Br)cc(-c2nc3c(c(=O)[nH]c(=O)n3Cc3ccccc3)n2C)c1O	-2	.	-2	-2	-1	6	.	1	-2
Cc1nc2nc(COc3ccccc3)[nH]n2c(=O)c1Cc1ccccc1	5	99	4	3	-1	3	0	19	19
CCOC(=O)c1cc2sc(C)cc2n1C(C)C(=O)OCC (stereo not given)	-1	80	-1	-48	-1	-3	-2	4	1
O=C(c1noc2c1CCc1ccccc1-2)N1CCOCC1	-3	100	-5	-12	37*	0	-3	9	-1
Cn1c(SCC(=O)c2ccc(F)cc2)nnc1-c1ccccc1N	0	65	4	3	12	5	6	10	8
CCOc1ccc(NC(=O)C(C)Sc2nnnn2C)cc1 (stereo not given)	6	89	1	4	-3	4	-9	13	2
COc1ccc(C2OC(=O)c3ccccc3S2)cc1 (stereo not given)	2	94	11	1	9	-6	7	1	-5
CCN1/C(=C/C(=O)c2ccco2)Sc2ccccc21	-2	-0.5*	-4	-5	3	0	-7	-3	-4
Cc1cc(C)n(CCOC(=O)c2sc3ccccc3c2Cl)n1	6	223	3	-2	-6	6	6	10	-2
c1coc(CNc2nc3sc4c(c3c3ncnn23)CCCC4)c1	-6	72	0	-2	0	6	.	1	-6
CN(C)c1ccc(C(=O)OCC(=O)NC2CCCCC2)cc1	-1	87	15	-36	1	8	6	11	-3
COc1ccc(C2c3c(oc4c(C)cc(C)cc4c3=O)C(=O)N2Cc2cccnc2)cc1OC (stereo not given)	-2	102	1	-15	1	7	3	1	-4
COc1ccc2sc(C)nc2c1NC(C)=O	0	64	14	-38	1	-4	4	3	.
CCN(C(=O)CCS(=O)(=O)c1ccc(Br)cc1)c1ccc2c(c1)OCO2	2	107	2	3	7	2	2	-9	-8
CCOCCCNC(=O)c1ccc2c(c1)OCO2	1	82	10	-12	-2	0	6	-2	0
CCCc1nnc(NC(=O)CCC(=O)N2CCCCC2CC)s1 (stereo not given)	-1	103	2	14	11	0	-3	-3	-5
CC(C)C(c1nnnn1Cc1ccccc1)N1CCN(Cc2ccco2)CC1 (stereo not given)	-1	77	2	5	2	7	11	3	20
CCC(C)(NC(=O)CNC(C)=O)C(=O)NC1CCCCC1 (stereo not given)	8	84	10	32	12	40	.	23	8
N#CCCn1nc(-c2ccccc2)cc1-n1c(C(F)(F)F)nc2ccccc21	-1	105	4	-2	7	4	6	-10	-8
CC(C)(C)C(=O)CSc1nc2ncc(Br)cc2[nH]1	3	63	1	10	9	-1	8	5	14
CCOC(=O)c1ccc(NC(=O)c2ccc(C)c(S(=O)(=O)N3CCOCC3)c2)cc1	-7	.	.	-9	-2	-6	.	-4	-8
CCOc1cc(C(=O)Nc2ccccc2N2CCN(S(C)(=O)=O)CC2)cc(OCC)c1OCC	1	68	-2	-13	6	2	-2	-12	-8
COCCN1Cc2cccc(C(=O)NCc3ccccc3OC)c2C1=O	-6	68	6	3	1	-2	5	8	7
COc1ccccc1NC(=O)c1cccs1	2	105	5	0	11	5	0	-2	.
O=C(c1ccco1)N1CCN(c2ncnc3c2[nH]c2ccccc23)CC1	2	87	3	.	.	.	0	.	4
Brc1cc2[nH]cnc2c2ccccc12	1	100	11	2	0	-3	7	4	17
O=C(NCc1ccc2c(c1)OCO2)c1cnc2ccccn2c1=O	1	87	-1	15	11	5	4	3	-5
O=C(CN1CCN(S(=O)(=O)c2ccc(Br)cc2)CC1)Nc1ccccc1F	1	104	3	9	8	6	.	4	-3
CCn1c(SCC(=O)Nc2ccccc2-c2ccccc2)nnc1-c1ccoc1C	5	102	2	5	4	-3	.	-18	12

Arranged by molecular weight (lowest first): part of the list above
smiles	CatB block	Her2 expr inh	PKA kinase inh	C1s block	Cathepsin G inh	CatB mix inh	ROCK2 blocker	CatS block	CatL block
COc1ccccc1NC(=O)c1cccs1	2	105	5	0	11	5	0	-2	.
CC(C)(C)C(=O)CSc1nc2ncc(Br)cc2[nH]1	3	63	1	10	9	-1	8	5	14
CCN(C(=O)CCS(=O)(=O)c1ccc(Br)cc1)c1ccc2c(c1)OCO2	2	107	2	3	7	2	2	-9	-8

(cont.)
smiles	CatB block	Her2 expr inh	PKA kinase inh	C1s block	Cathepsin G inh	CatB mix inh	ROCK2 blocker	CatS block	CatL block
O=C(Nc1nc2c(ccc3ccccc32)s1)c1ccco1	-2	8	8	-3	-1	3	0	-3	-20
Cc1onc(-c2ccccc2)c1C(=O)Nc1cccnc1	-3	86	-3	11	2	6	-4	9	-12
CC(NC(=O)OC1CCCCC1)N1C(=O)C2C3C=CC(C3)C2C1=O (stereo not given)	1	83	-4	-19	-6	0	0	-1	3
Cc1cccc(NC(=O)Cn2c(=O)n3nc(CCn4nc(C)cc4C)nc3c3ccccc32)c1	4	67	5	15	5	0	3	-5	11
CCOC(=O)Cc1nnc(Nc2cccc(O)c2)c2ccccc12	-3	75	5	0	10	-2	3	-10	16
CC1CCc2c(sc(NC(=O)c3ccc(Cn4cc(Br)cn4)o3)c2C(N)=O)C1 (stereo not given)	-2	109	9	-6	-5	-2	4	2	-4
CCOC(=O)N1CCC(NC(=O)c2ccc3c(c2)N(C)CCS3)CC1	-1	89	10	-5	3	1	4	-11	-112
c1cncc(-c2nc(N3CCCCCC3)c3ccccc3n2)c1	7	87	8	-56	-23	-9	0	-18	-5
O=C(O)C(F)(F)S(=O)(=O)O	2	123	6	-2	-6	2	1	-3	9
CC(C)(C)n1nnnc1C(c1cccc(C#N)c1)N1CCN2CCCC2C1 (stereo not given)	-1	99	-1	14	14	5	-3	12	29
Cn1cccc1Cc1nnc(SCC(=O)Nc2nccs2)n1CCc1ccccc1	2	69	6	4	8	2	5	0	.
O=C(Oc1ccccc1OC(=O)N1CCOCC1)N1CCOCC1	-2	100	17	13	10	-2	5	-8	1
COc1cccc(Nc2ncccc2C(=O)NCc2ccccc2)c1	0	94	6	7	11	4	8	4	7
Cc1cccc(NC(=O)CSc2nnc(-c3cc(C)n(-c4ccccc4)c3C)o2)c1C	-2	82	-6	17	16	3	-2	-2	-3
C[C@H](NC(=O)OC(C)(C)C)c1nnc(SCC(=O)Nc2ccc(Br)cc2)o1	3	152	-10	-1	6	4	-9	-9	-1
O=C1c2ccccc2C(=O)N1CCCSc1nc2ccccc2o1	0	127	-5	-7	-4	-2	-1	0	-1
CC1CN(Cc2nc3c(c(=O)n(C)c(=O)n3C)n2CC(O)CO)CC(C)O1 (stereo not given)	1	118	7	17	10	-2	5	1	33
CC(=O)c1cccc(NC(=O)CN(C2CCCCC2)S(C)(=O)=O)c1	5	178	3	4	6	2	0	3	-2
C=CCn1c(=S)[nH]c2ccc(Br)cc2c1=O	-2	67	2	-20	-4	1	7	5	-8
CC(C)COc1ccc(C(=O)N(Cc2ccco2)C2CCS(=O)(=O)C2)cc1 (stereo not given)	-1	91	6	24	9	1	3	2	11
Cc1ccc(S(=O)(=O)N2CCCC2C(=O)Nc2nc3c(s2)CCCC3)cc1 (stereo not given)	2	70	-2	-69	0	-1	0	-1	.
O=C(C1CCCN(S(=O)(=O)c2cnc[nH]2)C1)N(CCc1ccccc1)Cc1ccccc1 (stereo not given)	3	85	5	14	5	-1	4	4	.
O=C(O)CCCCCNc1nc(=S)[nH]c2ccccc12	4	78	5	13	13	6	-3	19	6
CCOC(=O)c1c(C)[nH]c(C(=O)CSc2nc3ccccc3o2)c1C	4	88	4	1	14	2	2	-10	-3
CCn1cc(C(=O)N2CCN(c3ccccn3)CC2)c2cc(OC)c(OC)cc2c1=O	3	85	6	0	7	3	.	-3	-4
O=C(CSc1ncn[nH]1)c1ccco1	-4	103	0	-18	1	-3	-5	-3	2
COc1ccc(Oc2nc(C)cc(C)c2C#N)cc1	3	74	11	2	-1	1	9	-5	-1
CCOC(=O)c1sc(NC(=O)COC(=O)Cn2cnc3ccccc32)c(C(=O)OCC)c1C	-3	94	6	4	-42	2	3	3	5
O=C(Nc1nnc(CC(=O)N2CCOCC2)s1)c1cccs1	0	106	5	1	10	-7	9	2	0
CCCn1c(SCC(=O)NCc2cccs2)nc2c1c(=O)n(C)c(=O)n2C	-4	150	-6	0	2	-4	-3	3	-16
CCC(OC(=O)c1ccco1)C(=O)NCc1ccc(C)cc1 (stereo not given)	2	94	13	0	-2	0	5	-8	12
COc1ccc(-c2nc(CS(=O)CC(=O)NCc3ccc4c(c3)OCO4)c(C)o2)cc1 (stereo not given)	1	93	-8	14	10	5	-5	-5	-2
CC(=O)N1CCc2cc(S(=O)(=O)NC(CC(C)C)C(=O)N3CCc4ccccc4C3)ccc21 (stereo not given)	4	111	0	-18	-1	-2	3	-1	2
O=C(COc1ccccc1)Nc1cccc2nsnc12	4	83	4	-2	11	5	4	-4	-15
CCN(CC)CCN1C(=O)C(O)=C(C(C)=O)C1c1ccc(OC)c(OC)c1 (stereo not given)	2	97	3	.	.	.	-2	.	15
Cc1occc1C(=O)Nc1ccc2c(c1)OCCO2	5	93	1	-14	-4	-2	-14	12	21
O=C(Nc1ccc(F)cc1F)NC1CC(=O)N(Cc2ccccc2)C1 (stereo not given)	2	85	-4	-34	-10	1	-3	6	-1
Cc1ccc2c(c1)[C@H]1OCC[C@H]1[C@@H](c1ccncc1)N2	1	88	4	17	13	0	1	-4	2
COC(=O)c1cc(OC)c(OC)cc1NC(=O)CCCCCN1C(=O)CCC1=O	5	85	12	14	6	-1	8	-4	31
